High-throughput results as filed in PubChem BioAssay.
CHOP inh: CHOP inhibition in unfolded protein response. inhibition, % at 10 µM. actives 3.8% (n = 220,000). CHO-K1 CHOP-promoter luciferase, tunicamycin-induced, 15-18 h. AID 2732;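 active = compounds that reduced the stress-induced luciferase reporter signal by more than about 70% of percent inhibition, limit read from the data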;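 also: 0% = tunicamycin plus vehicle and 100% = wells without tunicamycin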
NPY-Y1 antag: antagonists of human neuropeptide Y receptor Y1; actives 1% (n = 200,000); P25929; HEK293-CNG Y1 cells, membrane potential fluorescence; NPY at EC95, then isoproterenol; inhibition, % at 3.6 µM;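 active = inhibition above the campaign mean inhibition of all tested compounds plus 3 SD, cut at about 20% in these data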;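 also: 0% = DMSO wells given NPY plus isoproterenol and 100% = isoproterenol alone without NPY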
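Material: HEK293 Y1/CNG channel cell line; also added: NPY (25 nM), isoproterenol (1 µM), Ro 20-1724 (25 µM); doses: one concentration, 3.6 µM, in 0.4% DMSO; schedule: compound incubation 1 h at room temperature, readout 45 min post-stimulation; technique: membrane potential fluorescence; measure: fluorescence ratio normalized to % inhibition between controls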
NPY-Y2 PAM-ag: human NPY-Y2 potentiation or agonism, primary screen; cells expressing NPY-Y2, potentiator/agonist read-out; activation, % at 3.6 µM; actives 0.45% (n = 220,000); in the data active = activation above about 27%;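 also: cells stimulated with NPY near EC25 plus isoproterenol at EC100; 0% = vehicle plus submaximal agonist and 100% = vehicle plus saturating agonist; some results beyond the cut were filed as inactive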
zfTRPN1 agonist: activates the zebrafish TRPN1 channel; HEK293 zebrafish TRPN1-YFP, Fluo-8 calcium fluorescence; 100% = response to 87 µM carbachol; activation, % at 3 µM; actives 0.18% (n = 220,000);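 active = activation above its plate's cutoff, the mean activation of test wells on that plate plus 3 SD, cut at about 19% in these data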;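 also: 0% = DMSO alone and 100% = 87 µM carbachol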
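Material: zebrafish TRPN1-YFP in HEK293 cells. Doses: one dose of 3 µM, 0.3% DMSO. Incubation: dye 1 h 37 °C plus 30 min RT. Measured by: intracellular calcium fluorescence with Fluo-8.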
EP2 mod: modulates human prostaglandin E2 receptor EP2 signaling. P43116. EP2-expressing cells, cAMP HTRF FRET, PGE2 co-stimulation. induction, % at 25 µM. actives 0.83% (n = 260,000). AID 940;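 active = compounds whose cAMP rise, as percent of the full-agonist control response, exceeds 60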;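 also: rat C6 glioma line stably carrying human EP2 under a CMV promoter; the protocol text gives 20 µM as final concentration; 100% = response of wells given 1 µM PGE2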
Target sequence (P43116 whole entry, looked up): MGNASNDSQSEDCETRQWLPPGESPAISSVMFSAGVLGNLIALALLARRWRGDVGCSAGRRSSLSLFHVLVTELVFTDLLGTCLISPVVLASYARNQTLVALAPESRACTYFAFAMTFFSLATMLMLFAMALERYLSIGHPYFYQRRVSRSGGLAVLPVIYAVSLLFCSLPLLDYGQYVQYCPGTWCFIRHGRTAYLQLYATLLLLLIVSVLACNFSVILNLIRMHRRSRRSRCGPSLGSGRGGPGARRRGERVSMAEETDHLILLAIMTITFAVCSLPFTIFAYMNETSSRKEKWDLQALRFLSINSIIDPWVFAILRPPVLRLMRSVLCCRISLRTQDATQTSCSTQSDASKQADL
S1P4 antagonist: antagonists of human S1P4 receptor; O95977; S1P4-expressing cells, antagonist mode, reporter read-out; inhibition, % at 4.98 µM; actives 0.26% (n = 220,000); AID 1510; in the data active = inhibition above about 29%;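 also: 0% = wells stimulated with agonist and 100% = vehicle wells without agonist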
Target sequence (O95977 whole entry, looked up): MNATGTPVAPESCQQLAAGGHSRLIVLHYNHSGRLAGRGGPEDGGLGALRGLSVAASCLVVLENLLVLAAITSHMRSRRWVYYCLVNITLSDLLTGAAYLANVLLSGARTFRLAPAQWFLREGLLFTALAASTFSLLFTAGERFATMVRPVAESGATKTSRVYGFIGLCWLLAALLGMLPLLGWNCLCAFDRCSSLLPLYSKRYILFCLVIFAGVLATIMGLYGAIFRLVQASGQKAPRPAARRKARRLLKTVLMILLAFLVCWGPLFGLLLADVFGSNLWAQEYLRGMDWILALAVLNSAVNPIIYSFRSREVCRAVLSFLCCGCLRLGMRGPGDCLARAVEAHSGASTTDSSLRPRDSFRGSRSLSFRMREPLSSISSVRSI
TRPML3 ag: agonists of human TRPML3 channel; Q8TDD5; activation, % at 3 µM; HEK293 TRPML3-YFP, Fluo-8 calcium fluorescence; 100% = the carbachol control signal; AID 1448; actives 0.29% (n = 220,000);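 active = activation above its plate's cutoff, the mean activation of the plate's test wells plus 3 SD, cut at about 12% in these data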;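 also: 0% = DMSO only wells and 100% = carbachol wells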
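Test system: HEK293 cells stably carrying human TRPML3-YFP; Doses: single dose, 3 µM final nominal compound, 0.3% DMSO final; Schedule: dye loading 1 h 37 °C then 30 min ambient, 125 s read; Technique: Fluo-8 calcium fluorescence; Benchmarks: high control carbachol 87 µM, low control DMSO.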
S1P4 ag: activates the human S1P4 receptor. O95977. S1P4-expressing cell line, agonist reporter assay. activation, % at 4.98 µM. actives 0.35% (n = 220,000). AID 1509; in the data active = activation above about 11%;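 also: 0% = DMSO vehicle and 100% = reference agonist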
NPY1 pot ag: human NPY-Y1 potentiation or agonism, primary screen. P25929. NPY-Y1 expressing cells, potentiator/agonist activation. activation, % at 3.6 µM. actives 0.37% (n = 220,000). AID 1304; in the data active = activation above about 33%, passing the limit was not always enough;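 also: cells stimulated with NPY at EC10 then isoproterenol at EC100; 0% = low agonist plus stimulus and 100% = saturating agonist plus stimulus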
Numbers without * were called inactive; nt = not tested or not shown; & = joins results of further samples. An unsorted share of the library (roughly 6.5% active in at least one column).

molecule	CHOP inh	NPY-Y1 antag	NPY-Y2 PAM-ag	zfTRPN1 agonist	EP2 mod	S1P4 antagonist	TRPML3 ag	S1P4 ag	NPY1 pot ag
S=c1nc(-c2ccccc2)n(CCCN2CCOCC2)c2c1CCCC2	-32	0	4	0.7	9	-12	0.2	0.2	1
CCCn1c(C(O)c2cc(OC)ccc2OC)nc2ccccc21 (configuration not stated)	63	6	3	0.2	26	-1	-0.2	-0.8	-14
O=C(CSc1nnc(-c2c[nH]c3ccccc23)o1)c1ccccc1	56	8	-8	0.8	-3&-21	-9	-0.6	-2.9	11
COc1ccc(S(=O)(=O)N2CCOCC2)cc1NC(=O)COC(=O)C1=COCCO1	-2	nt	-4	1.6	0	-3	1.1	0.7	12
O=C(CSc1nnc(CNc2ccc(Cl)cc2)n1Cc1ccccc1)NCc1ccco1	35	-4	4	5.4	2	-19	2.0	1.3	-2
COC(=O)Cn1cc(C(=O)c2ccco2)c2ccccc21	-19	-1	11	-0.3	-19&-49	-3	1.0	1.9	-1
Cc1ccsc1/C=N\NC(=O)CC(=O)NCc1ccccc1	22	0	-11	0.4	3	6	-1.2	1.6	9
CC(C)(C)c1nc2sc3c(c2c(=O)o1)CCCC3	79*	7	-8	0.4	30	7	0.6	-0.5	-12
Cc1nc2cc(NC(=O)NC3CC3)ccc2n1C	15	0	4	0.1	5	1	0.4	0.2	7
CN(c1ccc(C(=O)NCc2cccnc2)cc1)S(C)(=O)=O	-18	2	-18	1.0	10	-21	1.1	1.4	-16
Cc1nnc2ccc(N3CCN(C(=O)c4ccccc4)CC3)nn12	-21	2	1	2.2	4	-11	1.7	0.2	8
Cc1ccc(C(=O)NCCCN2CCOCC2)o1	31	-1	7	0.6	24	4	1.0	3.5	2
CCn1nc(C)c(CNC(=O)Nc2ccc3c(c2)OCO3)c1C	-1	-1	-1	1.3	21	10	0.8	-0.9	1
CCCC(=O)Nc1ccc(C(=O)Nc2nnc(COC)s2)cc1	23	6	-5	-0.1	11	-10	-0.3	1.0	14
CS(=O)(=O)N1CCC(C(=O)Nc2cccc([N+](=O)[O-])c2)CC1	-16	1	6	-0.1	-16	1	0.6	1.3	-10
CN(C)CCNC(=S)NC1CCCCC1	15	7	-20	0.5	-5	-16	1.1	2.7	1
N/C(=N\OC(=O)/C=C/c1ccccc1Cl)c1cccnc1	15	nt	-2	-0.8	-31	-10	-0.2	-1.1	-16
Nc1n[nH]c(-c2ccc(F)cc2)n1	27	-3	-4	-0.1	19	-13	0.6	0.3	8
O=C(NCCO)C(=O)c1c(-c2ccccc2)cc2ccccn12	5	-3	-3	-1.9	12	-13	-0.1	-0.8	-6
CCO[C@H]1OC(C(=O)N2CCN(C)CC2)=C[C@@H](C(C)(C)C)[C@@H]1CCCO	-2	-4	-12	1.5	-7	-7	0.3	0.6	-18

For convenience, twelve of the compounds above.
molecule	CHOP inh	NPY-Y1 antag	NPY-Y2 PAM-ag	zfTRPN1 agonist	EP2 mod	S1P4 antagonist	TRPML3 ag	S1P4 ag	NPY1 pot ag
Cc1nc2cc(NC(=O)NC3CC3)ccc2n1C	15	0	4	0.1	5	1	0.4	0.2	7
CN(c1ccc(C(=O)NCc2cccnc2)cc1)S(C)(=O)=O	-18	2	-18	1.0	10	-21	1.1	1.4	-16
Cc1nnc2ccc(N3CCN(C(=O)c4ccccc4)CC3)nn12	-21	2	1	2.2	4	-11	1.7	0.2	8
Cc1ccc(C(=O)NCCCN2CCOCC2)o1	31	-1	7	0.6	24	4	1.0	3.5	2
CCn1nc(C)c(CNC(=O)Nc2ccc3c(c2)OCO3)c1C	-1	-1	-1	1.3	21	10	0.8	-0.9	1
CCCC(=O)Nc1ccc(C(=O)Nc2nnc(COC)s2)cc1	23	6	-5	-0.1	11	-10	-0.3	1.0	14
CS(=O)(=O)N1CCC(C(=O)Nc2cccc([N+](=O)[O-])c2)CC1	-16	1	6	-0.1	-16	1	0.6	1.3	-10
CN(C)CCNC(=S)NC1CCCCC1	15	7	-20	0.5	-5	-16	1.1	2.7	1
N/C(=N\OC(=O)/C=C/c1ccccc1Cl)c1cccnc1	15	nt	-2	-0.8	-31	-10	-0.2	-1.1	-16
Nc1n[nH]c(-c2ccc(F)cc2)n1	27	-3	-4	-0.1	19	-13	0.6	0.3	8
O=C(NCCO)C(=O)c1c(-c2ccccc2)cc2ccccn12	5	-3	-3	-1.9	12	-13	-0.1	-0.8	-6
CCO[C@H]1OC(C(=O)N2CCN(C)CC2)=C[C@@H](C(C)(C)C)[C@@H]1CCCO	-2	-4	-12	1.5	-7	-7	0.3	0.6	-18

Further compounds
molecule	CHOP inh	NPY-Y1 antag	NPY-Y2 PAM-ag	zfTRPN1 agonist	EP2 mod	S1P4 antagonist	TRPML3 ag	S1P4 ag	NPY1 pot ag
Cc1ccc(OCC(=O)O/N=C(\N)Cc2cccs2)cc1C	nt	6	-16	-0.5	nt	3	-0.8	0.4	-39
COC(=O)c1oc2ccc(Br)cc2c1NC(=O)c1ccccc1	33	-3	3	1.6	6	3	1.1	-3.2	-9
Cc1ccc(S(=O)(=O)N2CCNC(=O)CC2)cc1	14	-3	-6	-1.6	-3	-4	1.0	0.3	-11
Cc1nc2ccccc2c2oc(C(=O)NCCN3CCCCC3C)cc12 (configuration not stated)	37	-2	6	0.5	-10	-4	0.5	0.3	-11
Cc1cc([N+](=O)[O-])cc([N+](=O)[O-])c1NCC(C)C	29	11	10	-1.0	14	-13	0.3	0.3	-3
NNC(=O)COc1ccccc1[N+](=O)[O-]	-2	0	-2	-1.0	-7	-20	0.7	-1.2	6
CNC(=O)CN1C(=O)NC2(CCc3ccccc32)C1=O (configuration not stated)	-20	-3	-6	-0.3	5	9	0.1	-3.7	19
CN1CCN(C(=O)c2ccc3ccccc3c2)CC1	-31	14	0	-0.7	-14	6	0.9	-1.6	-7
CN(C)c1cncc(C(=O)O)c1	3	0	6	2.5	18	2	-0.1	0.4	1
O=C(NNC(=O)c1cc(O)c(O)c(O)c1)NC1CCCCC1	-20	2	8	-0.1	4	15	0.3	-0.1	19
Cc1cccc(N2CN=c3s/c(=C\c4ccncc4)c(=O)n3C2)c1	42	0	9	1.1	-14	-16	0.5	-0.1	19
CC(c1ccccc1C(O)c1ccccc1)N(C)C (configuration not stated)	25	2	-7	1.0	-13	-6	0.5	-0.1	-28
CCOC(=O)CCCN1CC(O)=C(c2nc3ccccc3s2)C1=N	-30	8	-17	0.4	-36	-11	-0.3	-0.5	-23
Cc1nc(N2CCN(C(=O)c3ccco3)CC2)c2c3c(sc2n1)CCC3	53	4	0	2.7	9	-22	0.1	1.9	-8
Cc1cc(C)c(C(=O)OCCNC(=O)c2cccnc2)cc1C	6	2	-1	1.6	3	4	0.5	2.1	5
CCN(CC)P(=O)(Nc1ccc([N+](=O)[O-])cc1)c1c(C)nn(CCC#N)c1NC(=O)c1ccc(Cl)cc1Cl (configuration not stated)	13	1	-3	-0.5	2	3	0.5	2.6	-16
Cc1ccc2cc(N)ccc2n1	-7	-1	-1	0.2	1	-7	0.4	1.4	2
Cc1cc(=O)[nH]c(SCc2nc3ccccc3n2Cc2ccccc2)n1	-16	2	1	0.8	-11	-14	-1.0	1.3	-13
O=C(COc1ncnc2sccc12)Nc1ccc(F)cc1F	33	-3	6	0.8	-3	-19	0.7	1.9	10
CC(=O)c1cccc(NC(=O)C(CC(C)C)NC(=O)C2CCCCC2)c1 (configuration not stated)	8	0	12	-0.8	6	-1	0.3	-0.2	-2
CCn1c(CSc2nc(C)cc(C)n2)nnc1SCC(=O)Nc1cccc2ccccc12	14	18	-8	-0.1	9&46	-2	-0.2	2.7	9
Cc1noc(C)c1C(=O)N1CCC(CO)(Cc2ccccc2)CC1	21	9	-13	0.1	0	-2	0.8	3.6	3
COc1ccc(S(=O)(=O)N2c3cc(Cl)ccc3Oc3nc4ccccc4nc32)cc1	nt	7	4	0.7	57	0	0.7	0.7	-11
O=S(=O)(Nc1ccncc1Cl)c1cc(Cl)ccc1Cl	2	nt	-1	-0.9	13	5	0.9	0.6	13
CCN1C(=O)S/C(=C\c2ccc(N3CCOCC3)cc2C)C1=O	31	4	-20	-1.1	6	9	0.3	1.6	-4
CCOC(=O)c1oc2cccc(OCC(O)CNC(C)C)c2c1C (configuration not stated)	nt	-13	105*	0.4	nt	-1	-0.7	0.6	111*
COC(=O)[C@@H]1C(c2ccccc2)(c2ccccc2)[C@@]1(C)C(=O)OC	4	10	-14	-1.6	24	-2	-1.1	1.6	-7
O=C(CN1CCN(Cc2ccccc2)CC1)NC(=O)NCc1ccco1	-1	0	-5	0.9	10	-9	0.4	1.0	15
CCOC(=O)C1=C(c2ccccc2)N2CCS(=O)(=O)N=C2S1	11	10	13	0.1	16	7	0.2	-1.3	3
S=C(Nc1ccc(Cl)cc1)NC1CCCCC1	13	nt	22	7.3	-33	-6	5.7	0.7	1
CSCCC(NC(=O)c1ccccc1Br)C(=O)N1CCC(C)CC1 (configuration not stated)	0	2	-6	-1.2	5	1	0.6	0.8	-14
CC1CCCC(NC(=O)C2CCN(S(=O)(=O)N3CCCCC3)CC2)C1C (configuration not stated)	16	-5	-6	3.3	2	10	1.1	-0.9	8
COc1ccc(-c2nn3cnnc3s2)cc1OC	-8	5	-3	2.7	7	-5	1.2	-3.1	4
O=[N+]([O-])c1ccccc1C1Nc2cccc3cccc(c23)N1	106*	4	-18	-3.6	-27	59*	-0.5	-2.2	-20
O=C(O)CNS(=O)(=O)c1ccc(-c2ccccc2)cc1	5	4	1	0.4	-8	2	0.7	0.3	13
COC(=O)c1cc(Br)ccc1NC(=O)Nc1ccccc1	39	-4	6	-0.2	-6	-5	0.4	0.7	-16
